IDH1 mut inh: blocks human IDH1 R132H reductase activity; O75874; diaphorase/resazurin fluorescence, 60 min; inhibition, % at 10 µM; actives 0.18% (n = 70,000); AID 624101; in the data active = inhibition above about 34%; inconclusive = no clear call, values can overlap the other calls; inactive = below about 11%;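 also: 0% = DMSO and 100% = no enzyme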
PRC2 inh: inhibitors of human EZH2/PRC2 methyltransferase; AID 651548; actives 0.35% (n = 57,000); PRC2 H3K27 methylation, DELFIA TRF, 1 h; inhibition, % at 12.5 µM; Q15910;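 active = mean inhibition of replicates at least 50% and every single replicate also reaching 50%; inconclusive = mean inhibition at least 50% but some replicate falls below 50%; inactive = mean inhibition under 50%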;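 also: dimethyl H3K27 on biotinylated H3 21-44 peptide detected by antibody; plate controls were median neutral control wells for no effect and median positive control wells for full effect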
Target sequence (Q15910 whole entry, looked up): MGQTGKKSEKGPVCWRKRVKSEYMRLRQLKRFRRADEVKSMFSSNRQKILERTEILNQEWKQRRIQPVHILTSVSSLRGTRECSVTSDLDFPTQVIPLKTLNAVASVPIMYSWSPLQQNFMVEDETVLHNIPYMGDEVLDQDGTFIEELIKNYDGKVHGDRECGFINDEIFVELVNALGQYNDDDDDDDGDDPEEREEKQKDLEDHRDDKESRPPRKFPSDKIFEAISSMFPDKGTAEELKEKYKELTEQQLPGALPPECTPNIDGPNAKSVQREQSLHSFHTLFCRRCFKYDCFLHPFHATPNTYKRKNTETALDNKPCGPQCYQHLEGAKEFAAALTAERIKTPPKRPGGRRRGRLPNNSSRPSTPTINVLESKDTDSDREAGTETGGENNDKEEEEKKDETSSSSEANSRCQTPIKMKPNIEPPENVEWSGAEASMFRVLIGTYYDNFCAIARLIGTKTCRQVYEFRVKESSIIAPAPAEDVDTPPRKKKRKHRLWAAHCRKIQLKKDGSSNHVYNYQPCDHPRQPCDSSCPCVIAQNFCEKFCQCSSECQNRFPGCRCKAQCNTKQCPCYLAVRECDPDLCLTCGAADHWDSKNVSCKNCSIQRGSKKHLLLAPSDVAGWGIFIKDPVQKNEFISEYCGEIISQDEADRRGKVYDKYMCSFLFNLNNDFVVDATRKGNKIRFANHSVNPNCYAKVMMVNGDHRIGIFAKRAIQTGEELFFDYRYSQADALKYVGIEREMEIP
* marks the source's active call; other numbers are inactive results; u = inconclusive; x = not tested or not shown.

Order of values – IDH1 mut inh	PRC2 inh
[1] COc1ccc(S(=O)(=O)Nc2ccc3c(c2)CC(=O)N([C@@H](C)CO)C[C@@H](C)[C@H](CN(C)S(=O)(=O)c2ccc(Cl)cc2)O3)cc1
    2.1	x
[2] CN(Cc1nc(-c2cccnc2)no1)S(=O)(=O)c1ccc2ccccc2c1
    0.3	6
[3] C[C@H]1CN([C@@H](C)CO)C(=O)Cc2cc(NC(=O)Cn3cnnn3)ccc2O[C@H]1CN(C)S(=O)(=O)c1cccs1
    -0.5	x
[4] CNC[C@@H]1Oc2ccc(NS(=O)(=O)c3ccc(Cl)cc3)cc2CC(=O)N([C@H](C)CO)C[C@@H]1C
    4.7	x
[5] C[C@H]1CN([C@@H](C)CO)C(=O)Cc2cc(NC(=O)Cn3cnnn3)ccc2O[C@@H]1CN(C)S(=O)(=O)c1ccc(F)cc1
    0.5	x
[6] C[C@@H]1CN([C@H](C)CO)S(=O)(=O)c2ccc(-c3ccncc3)cc2O[C@H]1CN(C)C(=O)Nc1ccc(C(F)(F)F)cc1
    3.4	-8
[7] C[C@H](CO)N1C[C@H](C)[C@H](CN(C)C(=O)C2CCCCC2)OCCCC[C@H](C)Oc2ccc(NS(=O)(=O)c3ccc(F)cc3)cc2C1=O
    0.3	x
[8] C[C@@H]1CCCCO[C@H](CN(C)C(=O)Nc2ccccc2)[C@H](C)CN([C@H](C)CO)C(=O)c2cc(NS(=O)(=O)c3ccc(Cl)cc3)ccc2O1
    -0.2	x
[9] C[C@@H]1CCCCO[C@H](CN(C)Cc2ccccc2)[C@H](C)CN([C@H](C)CO)C(=O)c2cc(NC(=O)CCC(F)(F)F)ccc2O1
    -0.6	-10
[10] CCCNC(=O)Nc1ccc2c(c1)C(=O)N(C)C[C@H](OC)[C@@H](C)CN(CCC)[C@H](C)CO2
    0.3	1
[11] C[C@H](CO)N1C[C@H](C)[C@@H](CN(C)C(=O)NC2CCCCC2)Oc2cc(C#Cc3cccc(F)c3)ccc2S1(=O)=O
    3.0	-10
[12] CC(C)NC(=O)Nc1ccc2c(c1)C(=O)N([C@H](C)CO)C[C@@H](C)[C@H](CN(C)S(=O)(=O)c1cn(C)cn1)OCCCC[C@@H](C)O2
    -0.1	x
[13] O=C(CCCCCC(=O)Nc1ccccc1O)N/N=C/c1ccc([N+](=O)[O-])s1
    -0.1	7
[14] CO[C@@H]1CN(C)C(=O)c2cc(NC(=O)C3CCC3)ccc2OC[C@@H](C)N(C(=O)CN(C)C)C[C@@H]1C
    -0.1	-5
[15] C[C@H]1CN([C@@H](C)CO)C(=O)CCCn2cc(nn2)CO[C@H]1CN(C)C(=O)CCCN(C)C
    2.7	x

An excerpt of these results, as tab-separated lines:
entry	Structure	IDH1 mut inh	PRC2 inh
10	CCCNC(=O)Nc1ccc2c(c1)C(=O)N(C)C[C@H](OC)[C@@H](C)CN(CCC)[C@H](C)CO2	0.3	1
11	C[C@H](CO)N1C[C@H](C)[C@@H](CN(C)C(=O)NC2CCCCC2)Oc2cc(C#Cc3cccc(F)c3)ccc2S1(=O)=O	3.0	-10

New compounds follow
Order of values – IDH1 mut inh	PRC2 inh
[16] Cc1noc(C)c1NC(=O)Nc1cccc2c1O[C@@H](CN(C)Cc1ccc(C(=O)O)cc1)[C@@H](C)CN([C@@H](C)CO)C2=O
    2.4	x
[17] O=C(O)CNC(=O)c1ccc(S(=O)(=O)N2CCCC2)cc1
    0.1	-3
[18] COc1cc(/C=C/C=N/NC(=O)CCCCCC(=O)Nc2ccccc2O)ccc1O
    x	5
[19] C[C@H]1CN([C@@H](C)CO)C(=O)Cc2cc(NC(=O)CCN3CCOCC3)ccc2O[C@@H]1CN(C)Cc1ccc(Cl)c(Cl)c1
    x	0
[20] COc1ccccc1NC(=O)CSc1nnc(-c2ccccc2Cl)n1-c1ccccc1
    0.0	-5
[21] Cc1ccc(S(=O)(=O)N[C@H]2C=C[C@H](CC(=O)O)O[C@@H]2CO)cc1
    0.2	10
[22] C[C@H]1CN([C@@H](C)CO)C(=O)c2cc(C#CCN(C)C)cnc2O[C@@H]1CN(C)C(=O)NC1CCCC1
    -0.5	x
[23] C[C@H](CO)N1C[C@H](C)[C@H](CN(C)Cc2ccc(C(=O)O)cc2)Oc2ccc(NS(=O)(=O)c3ccc(Cl)cc3)cc2CC1=O
    1.2	x
[24] CC(C)NC(=O)N(C)C[C@@H]1Oc2ccc(NS(=O)(=O)c3ccccc3)cc2C(=O)N([C@@H](C)CO)C[C@H]1C
    2.4	-10
[25] COc1ccc(C(=O)CSc2nnc(-c3ccc(OC)c(OC)c3)n2-c2ccccc2)cc1
    0.0	-11
[26] CCc1cc2c(c(CC)n1)CCC(=O)N2Cc1ccc(-c2ccccc2-c2nn[nH]n2)cc1
    -0.1	6
[27] O=C(O)CCCCCC(=O)N/N=C/c1cc(Br)ccc1O
    0.3	12
[28] CO[C@@H]1CN(C)C(=O)c2ccc(NC(=O)Nc3c(C)noc3C)cc2OC[C@@H](C)N(C)C[C@@H]1C
    0.2	7
[29] C[C@H](CO)N1C[C@H](C)[C@@H](CN(C)C(=O)Nc2ccnc(N3CCOCC3)c2)OCc2cnnn2CCCC1=O
    -2.0	-6
[30] CCc1ccccc1NC(=O)CSc1nnc(-c2cccc(C)c2)n1C
    0.3	15
[31] Cc1cc(C)nc(NS(=O)(=O)c2ccc(Nc3nc(-c4ccc(F)cc4)cs3)cc2)n1
    0.3	58*
[32] C[C@@H]1CN([C@@H](C)CO)C(=O)c2cc(NC(=O)c3ccccc3)ccc2O[C@@H](C)CCCCO[C@H]1CN(C)C(=O)CCCN(C)C
    -0.6	4
[33] C[C@H](CO)N1C[C@H](C)[C@H](CN(C)C(=O)c2ccccn2)Oc2ncc(C3=CCCC3)cc2C1=O
    -3.5	-1
[34] CNC[C@H]1Oc2cc(-c3ccc(C(=O)N(C)C)cc3)ccc2S(=O)(=O)N([C@@H](C)CO)C[C@@H]1C
    3.1	-14
[35] Cc1ccc(NC(=O)C(C)Oc2ccc(Br)cc2)c([N+](=O)[O-])c1 (stereo not given)
    -0.2	2
[36] C[C@H](CO)N1C[C@H](C)[C@H](CN(C)C(=O)Nc2ccc(N3CCCCC3)cc2)OCc2cn(nn2)CCCC1=O
    -5.7	0
[37] C[C@@H]1CN([C@@H](C)CO)C(=O)CCCn2nncc2CO[C@@H]1CN(C)C(=O)C1CC1
    2.2	x
[38] CCCC(=O)Nc1ccc2c(c1)C(=O)N(C)C[C@H](OC)[C@H](C)CN(C(=O)CC)[C@H](C)CO2
    0.2	8
[39] C[C@H]1CN([C@@H](C)CO)C(=O)Cc2cc(N(C)C)ccc2O[C@H]1CN(C)Cc1ccc(Cl)c(Cl)c1
    -17	-2
[40] C[C@H](CO)N1C[C@H](C)[C@H](CN(C)Cc2ccc(C(F)(F)F)cc2)Oc2ccc(NS(C)(=O)=O)cc2C1=O
    0.5	2
[41] C[C@H]1CN([C@@H](C)CO)C(=O)Cc2cc(NS(=O)(=O)c3ccc(F)cc3)ccc2O[C@@H]1CN(C)CC1CC1
    0.3	x
[42] COc1ccc(S(=O)(=O)N(C)CC(=O)Nc2cccc([N+](=O)[O-])c2)cc1Cl
    0.7	-2
[43] C[C@@H]1CN([C@@H](C)CO)S(=O)(=O)c2ccc(C#CC(C)(C)O)cc2O[C@H]1CN(C)Cc1ccc(-c2ccccc2)cc1
    x	19
[44] Cc1ccc(NC(=O)Cn2cc([N+](=O)[O-])cn2)cc1Cl
    -0.4	8
[45] COc1ccccc1NC(=O)N(C)C[C@@H]1OCc2ccccc2-c2c(n(C)c3ccccc23)C(=O)N([C@@H](C)CO)C[C@@H]1C
    -3.5	-30
[46] CC1CC[C@@]2(OC1)O[C@H]1CC3C4CC=C5C[C@@H](O[C@@H]6O[C@H](CO)[C@@H](O)[C@H](O)[C@H]6O)CC[C@]5(C)C4CC[C@]3(C)[C@@]1(O)[C@@H]2C (stereo not given in full)
    0.1	2
[47] COc1ccc(S(=O)(=O)Nc2ccc3c(c2)C(=O)N([C@H](C)CO)C[C@H](C)[C@@H](CN(C)C(=O)Nc2ccc4c(c2)OCO4)OCCCC[C@@H](C)O3)cc1
    0.9	x
[48] Cc1ccc(-c2cnc3c(c2)C(=O)N([C@H](C)CO)C[C@H](C)[C@H](CN(C)C(=O)Cc2cccnc2)O3)cc1
    -0.1	x
[49] C[C@H]1CCCCO[C@@H](CN(C)Cc2ccncc2)[C@@H](C)CN([C@@H](C)CO)C(=O)c2cc(NC(=O)c3ccncc3)ccc2O1
    0.6	-6
[50] C[C@H]1CN([C@@H](C)CO)S(=O)(=O)c2ccc(-c3cncnc3)cc2O[C@@H]1CN(C)C(=O)Cc1ccncc1
    0.6	x
[51] C[C@@H]1CN([C@@H](C)CO)C(=O)c2cccc(NC(=O)Nc3ccccc3)c2O[C@@H]1CN(C)Cc1ccccc1
    x	9
[52] C[C@H]1CN([C@@H](C)CO)C(=O)Cc2cc(NC(=O)Cc3ccccc3)ccc2O[C@H]1CN(C)Cc1ccccc1
    0.1	-10
[53] Cc1ccc(-c2nc3ccccc3c(=O)n2CCCn2ccnc2)cc1
    u	9
[54] C[C@@H]1CN([C@H](C)CO)C(=O)CCCn2cc(nn2)CO[C@H]1CN(C)S(=O)(=O)c1cn(C)cn1
    -0.2	x
[55] C[C@H]1CN([C@@H](C)CO)C(=O)CCCn2nncc2CO[C@@H]1CN(C)Cc1cccc(C(F)(F)F)c1
    -0.1	x
[56] CO[C@@H]1CN(C)C(=O)c2cc(NS(C)(=O)=O)ccc2OC[C@H](C)N(C(=O)CC2CC2)C[C@H]1C
    0.5	5
[57] C[C@H](CO)N1C[C@H](C)[C@@H](CN(C)C(=O)Nc2ccc(F)cc2)Oc2c(cccc2N(C)C)C1=O
    -0.3	x
[58] C[C@H]1CN([C@@H](C)CO)C(=O)Cc2cc(NC(=O)CCC(F)(F)F)ccc2O[C@H]1CN(C)Cc1ccc(Oc2ccccc2)cc1
    0.3	x
[59] CN(CC(=O)Nc1c(F)cccc1F)S(=O)(=O)c1ccc(Cl)cc1
    0.7	15
[60] C[C@@H]1CCCCO[C@H](CN(C)C(=O)NC2CCCCC2)[C@@H](C)CN([C@@H](C)CO)C(=O)c2cc(NC(=O)c3ccccc3)ccc2O1
    2.4	x

The closing four compounds of the section above open the next one:
Order of values – IDH1 mut inh	PRC2 inh
[57] C[C@H](CO)N1C[C@H](C)[C@@H](CN(C)C(=O)Nc2ccc(F)cc2)Oc2c(cccc2N(C)C)C1=O
    -0.3	x
[58] C[C@H]1CN([C@@H](C)CO)C(=O)Cc2cc(NC(=O)CCC(F)(F)F)ccc2O[C@H]1CN(C)Cc1ccc(Oc2ccccc2)cc1
    0.3	x
[59] CN(CC(=O)Nc1c(F)cccc1F)S(=O)(=O)c1ccc(Cl)cc1
    0.7	15
[60] C[C@@H]1CCCCO[C@H](CN(C)C(=O)NC2CCCCC2)[C@@H](C)CN([C@@H](C)CO)C(=O)c2cc(NC(=O)c3ccccc3)ccc2O1
    2.4	x
[61] CO[C@@H]1CN(C)C(=O)c2ccc(NC(=O)c3cc(C)on3)cc2OC[C@H](C)NC[C@@H]1C
    0.1	1
[62] COc1ccc(NC(=O)Nc2ccc3c(c2)C(=O)N([C@@H](C)CO)C[C@@H](C)[C@H](CN(C)S(=O)(=O)c2ccc(Cl)cc2)OCCCC[C@@H](C)O3)cc1
    1.3	x
[63] C[C@H](CO)N1C[C@H](C)[C@H](CN(C)C(=O)c2ccc3c(c2)OCO3)Oc2cc(-c3ccccc3)ccc2S1(=O)=O
    0.2	-7
[64] COc1ccc2c(c1)cc(C)c1nnc(SCC(=O)Nc3cccc(C(C)=O)c3)n12
    -0.9	-16
[65] COc1ccccc1-c1cccc(-c2nc(C(=O)NCc3ccncc3)cc3c2[C@H](CCO)N([S@@](=O)C(C)(C)C)C3)c1
    0.1	1
[66] CNC[C@H]1Oc2cc(-c3cncnc3)ccc2S(=O)(=O)N([C@H](C)CO)C[C@@H]1C
    3.8	-18
[67] C[C@@H]1CN([C@H](C)CO)S(=O)(=O)c2ccc(C#C[C@@H](C)O)cc2O[C@@H]1CN(C)C(=O)CN(C)C
    -0.2	4
[68] C[C@@H]1CN([C@@H](C)CO)C(=O)c2cccc(NC(=O)c3ccc(-c4nccs4)cc3)c2O[C@@H]1CN(C)CC1CC1
    -1.1	x
[69] CC(C)=CCc1c(O)cc(O)c2c1OC(c1ccccc1)CC2=O (stereo not given)
    3.3	x
[70] COc1ccc(NC(=O)N(C)C[C@@H]2OCCCC[C@@H](C)Oc3ccc(NC(=O)Nc4ccc(C(F)(F)F)cc4)cc3C(=O)N([C@H](C)CO)C[C@@H]2C)cc1
    0.4	x
[71] O=C(O)C1=C[C@H](c2ccc3c(c2)Cc2ccccc2-3)C[C@H](OCc2ccc(CO)cc2)O1
    x	27
[72] C[C@H](CO)N1C[C@H](C)[C@@H](CN(C)S(=O)(=O)c2ccc(F)cc2)Oc2ncc(-c3ccncc3)cc2C1=O
    0.1	2
[73] C[C@@H]1CN([C@@H](C)CO)C(=O)c2cc(NC(=O)CCC(F)(F)F)ccc2O[C@@H]1CN(C)CC1CC1
    -0.3	-3
[74] O=C1O[C@H](c2ccccc2)[C@H](c2ccccc2)N2[C@H]1[C@@H](C(=O)O)[C@]1(C(=O)Nc3ccc(C#CCCO)cc31)[C@H]2c1ccccc1OCCO
    x	23
[75] C=C(C)C(O)C(O)c1c(OC)ccc2ccc(=O)oc12 (stereo not given)
    0.0	1
[76] Cc1cc(=O)[nH]c(SCCOc2cccc(Br)c2)n1
    0.4	-1
[77] CCCN1C[C@@H](C)[C@@H](OC)CN(C)C(=O)c2cc(NC(=O)C3CC3)ccc2OC[C@H]1C
    0.0	6

The list is partial, so the mix of outcomes need not match the whole.
